ELG1 DNA repair – ELG1-dependent DNA repair inhibition; Potency, µM (highest dose often 46.1 µM), for the others: top-dose activity change, negative = inhibition, hits mostly inhibitors; 330,000 tested, 2.3% active; HEK293T ELG1-luciferase reporter, luminescence, 16 h; DNA damage induced by 5-fluorouridine; further: potency means the concentration at half of the fitted maximal effect; on the % scale 0 is the no-effect control and ±100 the full control effect; nearly all actives have a fitted effect of over 55% in size
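In this reporter screen, reduction of luminescence relative to DMSO vehicle indicated activity. Compounds and 5-fluorouridine were added together to 2,000 cells per well, incubated for 16 hr at 37 °C, then developed with ONE-Glo.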
Eya2 inh – inhibitors of human Eya2 phosphatase activity | recombinant Eya2, OMFP fluorescence dephosphorylation (OMFP is methylfluorescein phosphate) | AID 488837 | Potency, µM (top dose mostly 76.9 µM), for inactives: at the highest dose activity, negative = inhibition, actives largely listed as inhibitors | 330,000 tested, 0.006% active; further: potency means the concentration at half of the fitted maximal effect; on the % scale 0 is the no-effect control and ±100 the full control effect
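Eya2 protein (added as 0.2 uM solution) was preincubated with compound for 10 min at ambient temperature in 50 mM HEPES pH 7.5, 50 mM NaCl, 5 uM MgCl2, 0.05% BSA, 1 mM DTT. OMFP (added at 50 uM) then reacted 10 min; fluorescence read at 485/525 nm.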
Chronic BCR inh – inhibitors of chronic active B-cell receptor signaling; ABC-DLBCL IkBa-CBG/CBR reporter, luminescence ratio, 4 h; Potency, µM (highest dose often 46.1 µM), for inactives: at the top dose ratio change, negative = lower green/red ratio, actives largely listed as inhibitors; 340,000 tested, 0.05% active; active means well fitted inhibition curve with a large enough effect in the signal ratio, with a control signal flat, not every such curve was filed as active; inconclusive means small, poorly fitted or top-dose-only effect, or effect the other way, or a change in a side signal; the % refers to the signal ratio;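 further: potency means the concentration at half of the fitted maximal effect; plate controls were basal doxycycline-induced cells for no effect and cells given 10 µM MG132 for full effect; MG132 reads +100%, hits lower the ratio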
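Concentration-response series (up to 46 uM) were applied to TMD8 dual-reporter cells for 4 h at 37C with doxycycline. Green/red ratio, after filter-overlap correction, defined %Activity; red signal alone was normalised to basal cells and zero luminescence.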
a7 integrin act – activates integrin-mediated alleviation for muscular dystrophy | alpha7betagal myoblasts, beta-gal FDG fluorescence, 48 h | Potency, µM (titrated, usually from 38.3 µM), without a hit: at the top dose activation, most hits filed as activators | 350,000 tested, 0.064% active | AID 624291;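 further: potency means the concentration at half of the fitted maximal effect; 100% = response of the positive control SU9516; nearly all actives have a fitted effect of over 60% in size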
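alpha7betagal+/- myoblasts (passage 13, 250/well) treated 48 h at 37C with compounds at 1:260 dilution of DMSO stock. Lysed, then beta-galactosidase activity read as FDG fluorescence (ex 480/em 540) after 30 min, with pre-read for autofluorescence.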
AT treatment – potential ataxia-telangiectasia treatments restoring KAP-1 phosphorylation; […] A-T fibroblasts, KAP-1 phosphorylation AlphaLISA; neocarzinostatin DNA damage 30 min before lysis; Potency, µM (series often up to 57.5 µM), for inactives: top-dose activation, hits mostly activators; 320,000 tested, 0.19% active; AID 485349; further: potency means the concentration at half of the fitted maximal effect; % of control where 0% means no effect; nearly all actives have a fitted effect of over 45% in size
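ATM-like activity read as KAP-1 phosphorylation via AlphaLISA donor/acceptor antibody pairs after lysis and 6 hr at 25C. Cells were ATM-null patient fibroblasts ([…], hTERT), dosed 60 min, then exposed to the DSB inducer NCS for 30 min.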
ASM inhibitor – blocks human secretory acid sphingomyelinase | 340,000 tested, 0.006% active | placental ASM, HMU-PC fluorogenic substrate, 60 min | Potency, µM (top dose mostly 57.5 µM), inactives show top-dose activity change, negative = inhibition, usual class: inhibitors; further: potency means the concentration at half of the fitted maximal effect
Target sequence (P17405 47-631 limits assumed): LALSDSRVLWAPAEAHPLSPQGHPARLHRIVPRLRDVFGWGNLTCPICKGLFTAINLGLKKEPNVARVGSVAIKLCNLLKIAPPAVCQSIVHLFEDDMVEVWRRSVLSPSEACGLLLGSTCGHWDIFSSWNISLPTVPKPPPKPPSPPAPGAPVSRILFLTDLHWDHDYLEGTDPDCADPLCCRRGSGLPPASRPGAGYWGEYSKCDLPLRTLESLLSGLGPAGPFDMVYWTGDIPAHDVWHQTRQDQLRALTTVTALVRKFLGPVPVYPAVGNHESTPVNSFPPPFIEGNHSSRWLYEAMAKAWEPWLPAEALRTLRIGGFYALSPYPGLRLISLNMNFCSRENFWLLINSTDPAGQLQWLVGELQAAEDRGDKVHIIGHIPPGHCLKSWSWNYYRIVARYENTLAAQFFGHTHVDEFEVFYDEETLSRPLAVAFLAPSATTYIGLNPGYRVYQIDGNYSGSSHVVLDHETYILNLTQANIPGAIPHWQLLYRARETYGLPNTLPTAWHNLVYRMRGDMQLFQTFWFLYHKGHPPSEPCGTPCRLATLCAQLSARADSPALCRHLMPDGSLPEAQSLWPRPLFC
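Fluorescence read-out (Ex 386 nm, Em 447 nm) after stopping the reaction at pH 10. Enzyme: ASM from human placenta; substrate HMU-PC0, 9 uM final; 60 min, 37 °C. Compound preincubation 10 min, ambient temperature.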
Mito fusion act – inhibitors of mitochondrial division or activators of mitochondrial fusion. S. cerevisiae fusion-defective mutant growth rescue, CellTiterGlo 48 h. Potency, µM (series often up to 46.1 µM), for inactives: at the top dose growth rescue (activation), hits mostly activators. 320,000 tested, 0.23% active;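 further: potency means the concentration at half of the fitted maximal effect; % of control where 0% means no effect; nearly all actives have a fitted effect of over 45% in size; temperature-sensitive fusion mutants such as fzo1-1 at 37 °C on non-fermentable ethanol glycerol medium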
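Temperature-sensitive fusion-defective S. cerevisiae (e.g. fzo1-1, mgm1-5) were grown with compound in YPEG medium (3% ethanol, 3% glycerol) for 48 hours at 37C. Growth rescue was measured as viability by CellTiterGlo luminescence after 10 minutes at ambient.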
TSHR antag – antagonists of human thyroid stimulating hormone receptor | 330,000 tested, 0.2% active | TSHR-expressing cells, TSH-stimulated cAMP HTRF, 2 h; active compounds read low | activity change, negative = inhibition, % at 11.5 µM;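 active means activity change below a set negative limit, meaning inhibition stronger than a set level, cut at about -70% in these data; inconclusive means activity change between two set negative limits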; further: on the % scale 0 is the no-effect control and ±100 the full control effect
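TSHR-expressing cells, 200/well, pre-treated with compound, then stimulated with EC80 TSH (4nM final) for 2 hours at 37 deg C. cAMP measured by competitive HTRF: anti-cAMP cryptate antibody in lysis buffer plus cAMP-d2, read after 30 minutes at room temperature.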
PTAP TSG101 blk – blocks PTAP/TSG101 interaction to inhibit HIV-1 budding | Fluorescence polarization, FITC-PTAP peptide / Tsg101 binding | Potency, µM (highest dose often 115 µM), for inactives: at the highest dose activity change, negative = inhibition, usual class: inhibitors | 340,000 tested, under 10 active | AID 493005; active means well fitted inhibition curve with a large enough effect in the main read-out, with a control signal flat, not every such curve was filed as active; inconclusive means small, poorly fitted or top-dose-only effect, or effect the other way, or a change in a side signal; inactive means no such curve, though single readings can be large or run the other way; further: potency means the concentration at half of the fitted maximal effect; % of control where 0% means no effect
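Compounds were pin-transferred onto Tsg101 binding domain (10 uM final) in HEPES pH 7.5 buffer, then FITC-PTAP peptide was added at 50 nM final. After 20 min at RT, polarization reported peptide displacement across a qHTS concentration series.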
Tb PFK inh – inhibitors of T. brucei phosphofructokinase. 330,000 tested, 0.17% active. O15648. Potency, µM (top dose mostly 57.5 µM), for inactives: at the highest dose activity, negative = inhibition, hits mostly inhibitors. T. brucei PFK, ADP-Glo luminescence;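 further: potency means the concentration at half of the fitted maximal effect; 0% = uninhibited 1x PFK enzyme wells and -100% = no-enzyme wells; nearly all actives have a fitted effect of over 60% in size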
Target sequence (O15648 whole entry, looked up): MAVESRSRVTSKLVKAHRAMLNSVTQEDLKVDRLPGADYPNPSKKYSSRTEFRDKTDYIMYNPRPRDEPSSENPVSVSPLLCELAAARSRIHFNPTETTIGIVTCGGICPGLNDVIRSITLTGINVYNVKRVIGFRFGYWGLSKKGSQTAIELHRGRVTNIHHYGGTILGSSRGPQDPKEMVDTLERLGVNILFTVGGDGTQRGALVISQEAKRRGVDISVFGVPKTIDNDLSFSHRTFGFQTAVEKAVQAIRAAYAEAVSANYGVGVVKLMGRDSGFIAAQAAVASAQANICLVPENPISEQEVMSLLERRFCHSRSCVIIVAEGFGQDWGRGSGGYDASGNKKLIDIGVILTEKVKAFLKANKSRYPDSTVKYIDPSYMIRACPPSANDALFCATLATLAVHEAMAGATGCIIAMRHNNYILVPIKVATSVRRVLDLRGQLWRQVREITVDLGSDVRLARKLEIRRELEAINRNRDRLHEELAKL
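Luminescent ADP detection (ADP-Glo, two-step: ATP depletion then ADP-to-ATP conversion for luciferase) reported PFK activity after 45 min room-temperature reaction of 1.25 nM enzyme with 0.5 mM F6P and 0.1 mM ATP at pH 8.0.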
TCR activator – T cell receptor activation; primary human leukocytes, anti-CD3, IL-2 HTRF, 48 h; Potency, µM (highest dose often 9.22 µM), inactives show at the highest dose activation of IL-2 secretion, hits mostly activators; 330,000 tested, under 10 active; AID 504894; further: % of control where 0% means no effect
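Readout: HTRF IL-2, Eu-cryptate/d2 antibody pair, 320nm excitation, 665nm emission. Stimulus: a-CD3 beads, no co-stimulation. Cells: primary human leukocytes. Exposure: 48 hr with compound.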
Numbers without * were called inactive; ? = inconclusive; . = not tested or not shown; [ ] = dose if it differs, or a comment. Unless noted, the call rests on the fitted dose curve; in most records, active means well fitted curve in the direction sought with a large enough effect; inconclusive means small, poorly fitted or top-dose-only effect, or another doubt; inactive means no such curve, though single readings can be large; an effect the other way counts as inactive or inconclusive.

No.	mol	ELG1 DNA repair	Eya2 inh	Chronic BCR inh	a7 integrin act	AT treatment	ASM inhibitor
1	CCC1Oc2ccc(C)cc2N(CC(=O)N(Cc2cccnc2)Cc2cccc(F)c2)C1=O (centres undefined)	?	2%	?	8%	2%	-1%
2	COC(=O)c1ccc(S(=O)(=O)c2ccc(C(=O)OC)s2)s1	7%	3%	-2%	-9%	-3%	3%
3	Cc1ccc(NC(=O)CSC(C)C(=O)OCC(=O)N2CCN(C(=O)c3ccco3)CC2)cc1 (centres undefined)	?	16%	6%	4%	-1%	2%
4	CCN1CCN(S(=O)(=O)c2ccc(Cl)c(C(=O)Nc3cc(Cl)ccc3N3CCOCC3)c2)CC1	-2%	0%	-2%	-36%	4%	-3%
5	CCCCn1c(=N)n(CC(O)COc2ccccc2)c2ccccc21 (centres undefined)	?	-10%	?	2%	0%	-1%
6	Cc1ccc(S(=O)(=O)Nc2ccc3cn[nH]c3c2)cc1C	-20%	-28%	-5%	13%	9%	3%
7	COc1cccc(-n2nnnc2SCC(=O)Nc2nc3c(s2)CCCC3)c1	?	-20%	-9%	-16%	-12%	-1%
8	CCCCOC(=O)C1[C@H]2C(=O)N(Cc3cccs3)C[C@]23C=C[C@H]1O3 (some centres undefined)	0%	8%[15.4 µM]	0%	-19%[7.66 µM]	19%	-1%

No.	Mito fusion act	TSHR antag	PTAP TSG101 blk	Tb PFK inh	TCR activator
1	4%	-9	3%	-2%	0%[46.1 µM]
2	-5%	6	2%	6%	-46%
3	-3%	3	-9%	-1%	2%
4	0%	-10	-2%	2%	-13%
5	-3%	7	-1%	-23%	6%
6	.	-8	2%	8%	5%
7	7%	-12	-6%	5%	-10%[46.1 µM]
8	6%	1	-8%	5%	.

The final 2 compounds of the section before are carried over, then new ones follow.
No.	mol	ELG1 DNA repair	Eya2 inh	Chronic BCR inh	a7 integrin act	AT treatment	ASM inhibitor
7	COc1cccc(-n2nnnc2SCC(=O)Nc2nc3c(s2)CCCC3)c1	?	-20%	-9%	-16%	-12%	-1%
8	CCCCOC(=O)C1[C@H]2C(=O)N(Cc3cccs3)C[C@]23C=C[C@H]1O3 (some centres undefined)	0%	8%[15.4 µM]	0%	-19%[7.66 µM]	19%	-1%
9	Cc1[nH]c2ccccc2c1C(=O)COC(=O)c1c(-c2c(F)cccc2Cl)noc1C	?	5%	7%	-24%	2%	-19%
10	COc1ccc(CCC(=O)NCc2cn3ccccc3n2)cc1	-2%	7%	6%	3%	15%	-1%
11	N#Cc1ccc(NC(=O)Nc2cccc(C#N)c2)cc1	?	7%	7%	11%	6%	-6%
12	FC(F)(F)c1ccc(NCc2ccccn2)nc1	?	5%	?	-13%	14%	0%
13	CN1/C(=C\C=N\NC(=O)c2ccccc2Br)C(C)(C)c2ccccc21	-25%	-18%	?	-39%	-10%	2%
14	COc1ccc(C(=O)OC/C(O)=C(\C#N)c2nc3ccccc3[nH]2)cc1S(=O)(=O)N1CCOCC1	-1%	-1%	-3%	13%	3%	-3%
15	CN(CC(=O)Nc1ccccc1Cl)C(=O)COC(=O)c1ccc([N+](=O)[O-])cc1Cl	4%	-11%	?	9%	-5%	1%
16	Cc1ccc(C)c(-n2ccnc2SCC(=O)c2c(N)n(C3CC3)c(=O)[nH]c2=O)c1	?	2%	-1%	25%	-6%	3%

No.	Mito fusion act	TSHR antag	PTAP TSG101 blk	Tb PFK inh	TCR activator
7	7%	-12	-6%	5%	-10%[46.1 µM]
8	6%	1	-8%	5%	.
9	-2%	5	-2%	-5%	-1%[46.1 µM]
10	-1%	-4	-2%	2%	10%
11	14%	-3	-7%	-15%	-1%
12	0%	0	-8%	-4%	-4%
13	6%	7	-2%	0%	-5%[46.1 µM]
14	-5%	0	0%	1%	-1%[46.1 µM]
15	1%	-10	0%	-6%	3%
16	0%	-21	-3%	-4%	-6%

Going on with the list:
No.	mol	ELG1 DNA repair	Eya2 inh	Chronic BCR inh	a7 integrin act	AT treatment	ASM inhibitor
17	COc1ccccc1NC(=O)C(C)N(C)CC(=O)Nc1cccc2ccccc12 (centres undefined)	?	-7%	-20%	20%	8%	0%
18	Cc1ccccc1CNC(=O)Cn1ccc2cc(S(=O)(=O)N3CCCCCC3)ccc21	-4%	-2%	?	9%	-8%	-2%
19	O=C(COc1ccc2ccccc2c1)NN1C(=O)c2ccccc2C1=O	10%	-5%	-1%	31%	-1%	-7%
20	CCOC(=O)c1ccc(NC(=O)c2sc3nc(N4CCOCC4)c4c(c3c2N)CCCC4)cc1	-3%	10%	-9%	?	5%	6%
21	CC(=O)N/C(=N\c1nc(C)cc(C)n1)Nc1ccc2ccccc2c1	?	-4%	?	-2%	14%	3%
22	CC(C)CCN(C(=O)CNC(=O)c1cccs1)C(C(=O)NC1CCCCC1)c1cccnc1 (centres undefined)	4%	-20%	-3%	-35%	18µM*	6%
23	CC(=O)c1ccc(NC(=O)c2ccc3c(Cl)c4c(nc3c2)CCCC4)cc1	-19%	1%	-3%	-2%	5%	-1%
24	Cc1c(Br)c([N+](=O)[O-])nn1C(C)C(=O)NCc1ccco1 (centres undefined)	2%	3%	2%	-11%	-2%	-1%

No.	Mito fusion act	TSHR antag	PTAP TSG101 blk	Tb PFK inh	TCR activator
17	.	5	0%	-1%	11%[46.1 µM]
18	-3%	-8	-1%	2%	3%
19	-5%	-2	0%	10%	-11%[46.1 µM]
20	0%	2	0%	-6%	-4%
21	-1%	8	0%	-4%	.
22	-2%	-1	-9%	0%	-6%
23	-4%	1	0%	0%	-3%[46.1 µM]
24	-1%	5	0%	-1%	6%[46.1 µM]

The results go on.
No.	mol	ELG1 DNA repair	Eya2 inh	Chronic BCR inh	a7 integrin act	AT treatment	ASM inhibitor
25	CC(=O)N1N=C(c2ccc(C)cc2)OC1c1ccc(C)cc1 (centres undefined)	?	-9%	?	-10%	-3%	0%
26	Nc1ccncc1N	10%	-8%	-4%	.	15%	11%
27	O=C(NCc1ccccc1)NC1(C(=O)N2CCN(c3ncccn3)CC2)CCCCC1	1%	-12%	0%	-2%	1%	-3%
28	COc1ccc(NC(=O)C2C(c3ccccc3)C2(Cl)Cl)c(OC)c1 (centres undefined)	?	0%	?	-5%	0%	-6%
29	CCCCCCNC1=NCCS1	-3%	2%	1%	-46%[inhibitor]	-1%	-2%
30	CCOc1ccc(NC(=O)CCSc2nnc(C)s2)cc1	13%	3%	-5%	11%	-4%	3%
31	O=C(C1COc2ccccc2O1)N1CCn2c(nc3ccccc32)C1 (centres undefined)	?	-11%	?	-26%	10%	4%
32	Cc1ccc2nc(-c3cccnc3)oc2c1	?	-8%	?	-15%	0%	2%
33	COc1cccc2sc(N3CCN(C(=O)c4cccs4)CC3)nc12	?	-26%	-12%	5%	-3%	6%
34	Cc1cc[n+](C(C)C(=O)c2ccc(-c3ccccc3)cc2)cc1 (centres undefined)	2.1µM*	-19%	-23%	-62%[inhibitor]	-1%	-3%
35	Cc1nc(N2CCN(c3ccccc3)CC2)nc2c1C(=O)CCC2	?	-12%	1%	39%	8%	-1%

No.	Mito fusion act	TSHR antag	PTAP TSG101 blk	Tb PFK inh	TCR activator
25	3%	-6	-4%	1%	-4%
26	-3%	-7	-3%	4%	-20%
27	-3%	-6	-6%	-1%	1%
28	2%	-36	-4%	1%	0%
29	2%	2	2%	0%	-2%
30	-1%	-2	-9%	-7%	-23%
31	-2%	0	-20%	-12%	9%
32	2%	1	-9%	0%	2%
33	14%	-9	-1%	-2%	2%
34	-3%	8	1%	2%	-17%
35	22%	-8	0%	-10%	-5%

Source: PubChem (National Center for Advancing Translational Sciences (NCATS))
